TEAD-YAP inh = TEAD-YAP interaction inhibition. 640,000 compounds, 1.4% hits. HEK-TIYL cells, TEAD-Gal4/YAP UAS-luciferase luminescence. inhibition, % at 9.12 µM; in the data active = inhibition above about 32%;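 also: 0% = median of test compound wells and 100% = reference inhibitor wells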
MITF inh = blocks human microphthalmia-associated transcription factor. O75030. AlphaScreen MITF homodimerization, bead proximity signal. inhibition, % at 2.6 µM. 650,000 compounds, 0.91% hits. AID 1259374; in the data active = inhibition above about 50%;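 also: 0% = vehicle wells with protein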
FBW7 activator = human FBW7 E3 ligase activation, primary screen; 650,000 compounds, 0.13% hits; Q969H0; AID 1259310; AlphaScreen FBW7–phospho-cyclin E peptide binding, activator screen; normalized activity (activation), % at 26.1 µM; in the data active = normalized activity above about 1.9%;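 also: purified mutant Fbw7 with reduced substrate affinity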
Target sequence (Q969H0 whole entry, looked up): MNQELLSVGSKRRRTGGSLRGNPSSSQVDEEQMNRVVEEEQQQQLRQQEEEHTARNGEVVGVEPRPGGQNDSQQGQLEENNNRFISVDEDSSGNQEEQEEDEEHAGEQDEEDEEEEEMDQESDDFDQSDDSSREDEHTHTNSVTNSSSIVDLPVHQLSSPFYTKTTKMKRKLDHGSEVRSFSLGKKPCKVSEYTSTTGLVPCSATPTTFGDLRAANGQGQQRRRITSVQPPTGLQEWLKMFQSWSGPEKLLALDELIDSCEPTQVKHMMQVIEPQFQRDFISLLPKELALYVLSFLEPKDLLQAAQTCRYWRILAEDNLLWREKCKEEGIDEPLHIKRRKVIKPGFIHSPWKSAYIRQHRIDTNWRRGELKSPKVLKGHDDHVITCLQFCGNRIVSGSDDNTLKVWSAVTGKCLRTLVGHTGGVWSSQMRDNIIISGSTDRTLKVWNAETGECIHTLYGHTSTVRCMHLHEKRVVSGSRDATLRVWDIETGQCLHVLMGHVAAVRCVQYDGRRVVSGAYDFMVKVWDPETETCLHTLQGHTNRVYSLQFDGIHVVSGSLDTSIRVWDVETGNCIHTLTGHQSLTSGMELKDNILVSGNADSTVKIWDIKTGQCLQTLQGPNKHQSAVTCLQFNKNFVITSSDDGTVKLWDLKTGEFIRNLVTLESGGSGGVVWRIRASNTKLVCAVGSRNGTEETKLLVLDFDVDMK
GPR151 ag = activators of human GPR151; Q8TDV0; PathHunter beta-arrestin GPR151 cells, luminescence; activation, % at 11.2 µM; 650,000 compounds, 1% hits; AID 1508602; in the data active = activation above about 4.9%;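 also: 0% = median of compound wells and 100% = cells with positive control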
* hit, by the source's call; x = not tested or not shown; & = joins results of further samples.

No.	compound	TEAD-YAP inh	MITF inh
1	CCCOc1ccc(/C=C(\C#N)c2nc3ccccc3n2C)cc1OC	-38	-6
2	CCOC(=O)c1ccc2nc(C)cc(Nc3ccc(OC)cc3)c2c1	-12	0
3	COc1ccc(C2C3=C(CCCC3=O)Nc3ccc4nc(C)ccc4c32)c(OC)c1 (stereo not given)	-2	0
4	COC(=O)c1ccc(-n2nnnc2SCC(=O)N2CCCCC2)cc1	-9	12
5	CCN(CCCNC(=O)c1ccc(Cn2c(=S)[nH]c3cc(C(=O)OC)ccc3c2=O)cc1)c1ccccc1	2	4
6	OCCNCc1cc(Br)ccc1OCc1ccc(F)cc1	-2	-20
7	O=C(CC(=O)c1ccccc1)Nc1cccc(C(=O)O)c1	24	-6
8	CC(=O)C1=C(C)N(Cc2ccccc2)C(=O)N[C@@H]1c1cccc(C(F)(F)F)c1	x	-2&15
9	O=C(NCc1nc(-c2ccccc2)no1)C(c1ccccc1)c1ccccc1	-4	-5
10	O=C(Nc1ccc(Oc2ccccc2)cc1)c1ccc(-c2ccc(N3CCOCC3)nc2)s1	-6	0
11	CCOc1ccc(-c2[nH]nc3c2C(c2ccc(F)cc2)C(C#N)=C(N)O3)c(OCC)c1 (stereo not given)	-2	-3
12	CCC(=O)NCc1ccc2[nH]c3c(c2c1)CCCC3	-1	-4
13	CCC(Sc1nc2cc(OC)c(OC)cc2c(=O)n1Cc1ccco1)C(=O)Nc1ccc(C)cc1 (stereo not given)	-14	28
14	CCOc1ccc(Nc2nc3cc(C)ccc3cc2C)cc1	-12	-9
15	Cc1ccc(C(=O)C(C)Sc2nnc(N)s2)cc1 (stereo not given)	-16	-15

No.	FBW7 activator	GPR151 ag
1	0.2	-0.3
2	0.0	-0.8
3	0.0	-0.4
4	0.0	0.0
5	0.0	0.2
6	-0.3	1.5
7	0.0	-2.1
8	0.0&0.0	-0.5&-1.8
9	0.1	1.4
10	0.0	2.7
11	-0.2	-1.2
12	-0.1	-2.4
13	0.2	-1.1
14	0.0	1.5
15	-0.2	0.5

No.	compound	TEAD-YAP inh	MITF inh
16	O=C(O)c1cccc(N2C(=O)/C(=C/c3ccc(-c4ccc(Br)cc4)o3)C=C2c2ccccc2)c1	-35	11
17	O=C(NC1=NCCS1)c1cc2cc(Br)ccc2oc1=O	10	8
18	COc1ccc(Nc2cc(C(F)(F)F)nc3ncnn23)cc1OC	-12	18
19	O=C(Nc1ccccc1C(=O)N1CCCC1)c1ccco1	7	-2
20	COc1ccc(C2(CNC(=O)c3ccc(N)cc3)CCOCC2)cc1	12	6
21	FC(F)Oc1ccc(C2C=C(c3ccccc3)Nc3ncnn32)cc1 (stereo not given)	-63	8
22	Cc1cc2c(Cc3ccc(C)o3)n[nH]c(=O)c2c(=O)[nH]1	7	14
23	CCOc1ccc2cc(-c3nnc(Nc4ccccc4F)s3)c(=O)oc2c1	13	3
24	COC(=O)/C(=C/c1cccc([N+](=O)[O-])c1)NC(=O)c1ccc(OC)cc1	-46	-5
25	O=C(CCN1C(=O)c2cccc3cccc(c23)C1=O)OC/C=C/c1ccccc1	2	-2
26	Cc1cccc(N=C2NC(=O)/C(=C\c3ccc(N(C)C)cc3)S2)c1	42*	6
27	Cc1ccc(N(C(=O)c2c(F)cccc2F)C2C=CS(=O)(=O)C2)cc1Cl (stereo not given)	-1	13
28	Cc1nc2nc(SCc3ccc(F)cc3Cl)nn2c(C)c1Cc1ccccc1Cl	-5	0
29	N#CC1(NC(=O)CSc2nnc(Nc3ccccc3F)s2)CCCCC1	-2	13
30	CCOC(=O)c1sc(NC(=O)CSc2nnc(CNC(=O)c3cccs3)n2-c2cc(C)ccc2C)c(C(=O)OCC)c1C	0	-5

No.	FBW7 activator	GPR151 ag
16	0.4	-1.0
17	-0.1	0.2
18	1.0	3.0
19	0.0	1.0
20	-0.1	0.1
21	-0.1	2.0
22	-0.5	1.8
23	1.7	-1.2
24	-0.2	0.7
25	-0.1	1.3
26	0.6	-0.5
27	-0.1	-0.3
28	0.0	-0.3
29	0.1	-0.8
30	-0.1	0.7

No.	compound	TEAD-YAP inh	MITF inh
31	CC1CN(CC(O)COc2ccc(C(C)C)cc2)CC(C)O1 (stereo not given)	0	-8
32	O=C(Nc1ccccc1)C1=C(O)CC(c2ccoc2)CC1=Nc1ccccc1 (stereo not given)	-5	0
33	C=CCn1c(NC(C)CC)nc2c1c(=O)n(C)c(=O)n2C (stereo not given)	-4	-1
34	Cc1cc(-n2cccn2)ccc1CN1CCC(CO)(CC2CCCCO2)CC1 (stereo not given)	4	-18
35	CCCCN(Cc1ccco1)C(=O)Cn1ncc2c1-c1cc(C)ccc1OC2	8	9
36	Cc1cc2c(c(=O)n1Cc1ccccn1)C(c1ccccc1F)C(C#N)=C(N)O2 (stereo not given)	1	-6
37	CCCCC12CN3CCN(CC(C3)/C1=N\NC(=O)c1ccccc1N)C2	-66	-5
38	Cc1cc(C)c(NC(=O)OCCOc2ccccc2)c(C)c1	-1	-1
39	CCOc1ccc(N2C(=O)NC(=O)/C(=C\c3ccc(O)cc3)C2=O)cc1	1	-13
40	CC(=O)Nc1ccc(-n2c(C)ccc2-c2ccccc2)cc1	-2	4
41	COc1ccc(-c2nc3ccc(C(=O)NCc4cccnc4)cc3nc2-c2ccc(OC)cc2)cc1	45*	8
42	Cc1nc2nc(CNC(=O)OC(C)(C)C)nn2c(C)c1CCC(=O)Nc1ccccc1	8	3
43	CCOc1ccc(-c2nn(-c3ccccc3)cc2C2C(C(=O)OC(C)C)=C(C)NC(C)=C2C(=O)OC(C)C)cc1	-22	-9
44	CC(=O)N(CC1CCCO1)c1nnc(-c2ccccn2)s1 (stereo not given)	-14	19
45	COc1cccc(C2C=C(c3ccc(Br)cc3)Nc3nc4ccccc4n32)c1OC (stereo not given)	-51	-9

No.	FBW7 activator	GPR151 ag
31	0.0	-0.5
32	0.0	-0.5
33	0.0	0.5
34	0.0	-0.4
35	0.3	1.0
36	0.0	0.3
37	0.3	-0.5
38	0.2	0.2
39	-0.2	-0.3
40	-0.1	0.4
41	0.1	0.6
42	-0.1	-0.6
43	0.0	-0.1
44	0.4	-1.8
45	-0.2	-0.6

An excerpt of these results, field by field.
#13 CCC(Sc1nc2cc(OC)c(OC)cc2c(=O)n1Cc1ccco1)C(=O)Nc1ccc(C)cc1 (stereo not given)
  TEAD-YAP inh: -14; MITF inh: 28; FBW7 activator: 0.2; GPR151 ag: -1.1
#14 CCOc1ccc(Nc2nc3cc(C)ccc3cc2C)cc1
  TEAD-YAP inh: -12; MITF inh: -9; FBW7 activator: 0.0; GPR151 ag: 1.5

Next structures follow.
No.	compound	TEAD-YAP inh	MITF inh
46	O=C(c1cc(COc2ccc3ncccc3c2)on1)N1CCC(N2CCSCC2)CC1	43*	-10
47	O=C(CCC(=O)N1CCSc2ccccc21)NC1CCN(Cc2ccccc2)CC1	2	10
48	Cc1cc2nn(-c3ccccc3)nc2cc1NC(=O)COc1ccc(Br)cc1	-5	1
49	Cc1ccc(S(=O)(=O)NCCCc2ccc(N(C)C)cc2)s1	5	-7
50	COC(=C(Cl)Cl)C(=C1NCCN1)[N+](=O)[O-]	4	7
51	COc1cc(OC)c(OC)cc1/C=C1N=C(/C=C/c2ccc(C)cc2)OC\1=O	-2	2
52	Cc1ccc(-c2nc3ccc(C(=O)NC4CCCCC4)cc3nc2-c2ccc(C)cc2)cc1	-9	14
53	COC(=O)C1=C(N)Oc2cc(C)n(CCc3ccccc3)c(=O)c2C1c1ccccc1 (stereo not given)	-5	3
54	CCOC(=O)CSc1nnc(-c2cccc(NC(=O)c3ccccc3Cl)c2)n1C	0	6
55	CCc1ccccc1NC(=O)C1Sc2nnc(C)n2NC1c1ccc(OC)cc1 (stereo not given)	0	3
56	COC(=O)COc1ccc(Nc2nnc(-c3ccc(Cl)cc3)c3ccccc23)cc1	-6	-5
57	Cc1ccc(C(=O)N/C(=C/c2cccc([N+](=O)[O-])c2)C(=O)N2CCC(C)CC2)cc1	9	12
58	COc1cc(/C=C2\Sc3ccccc3C2=O)ccc1O	-9	20
59	O=C(NCCC1=CCCCC1)c1nnc(-c2ccccc2)o1	-16	5
60	COCCn1c(=NC(=O)C(C)(C)C)sc2cc([N+](=O)[O-])ccc21	-4	4

No.	FBW7 activator	GPR151 ag
46	0.0	1.2
47	0.5	0.0
48	-0.1	2.4
49	-0.4	0.4
50	0.7	-0.8
51	0.6	-0.4
52	0.2	0.8
53	-0.3	-0.4
54	0.0	5.3*
55	-0.1	-0.2
56	0.1	-1.6
57	0.0	-0.8
58	0.1	-0.5
59	0.3	0.1
60	-0.1	-0.1

No.	compound	TEAD-YAP inh	MITF inh
61	CCOc1ccc2nc(NCCO)[nH]c2c1	6	-3
62	O=C(N/N=C/c1ccc(Cl)cc1)c1cc(-c2ccco2)[nH]n1	-4	-3
63	COc1cccc(C(=O)NC(C)CCCC(C)C)c1 (stereo not given)	-21	-5
64	Cc1nnc2sc(SCC(=O)Nc3ccc(F)cc3F)nn2c1=O	3	27
65	CCCCNc1nc(C)nc2c1nnn2Cc1ccccc1	-10	1
66	COc1ccccc1CC(=O)Nc1ccc(Cl)c(Cl)c1	-8	7
67	O=C(Nc1cnc2ccccc2c1)c1nn2c(C(F)(F)F)cc(-c3ccccc3)nc2c1Br	-4	-3
68	CC(=O)c1sc(NC(=O)Cc2ccccc2)nc1-c1ccccc1	-23	1
69	C/C(=N\N1CCN(Cc2ccc(C)cc2)CC1)c1ccncc1	5	-1
70	CCOC(=O)c1sc(NC(=O)Cn2c3ccccc3c(=O)c3cc(C)ccc32)nc1C	0	-5
71	COc1ccc2c(=O)c3c(oc2c1)C(=O)N(CCCN(C)C)C3c1cccnc1 (stereo not given)	-2	9
72	CCOc1ccc(/C=N/Nc2nc3ccccc3s2)cc1OC	-60	11
73	O=C(O)C1CCCCC1c1nc(=S)[nH][nH]1 (stereo not given)	-7	3
74	CCOC(=O)c1nc[nH]c1C(=O)OCC	10	6
75	CCc1cccc(CC)c1NC(=O)COC(=O)c1cc(=O)c2ccccc2o1	12	-3

No.	FBW7 activator	GPR151 ag
61	-0.2	-0.2
62	-0.1	-0.1
63	0.2	1.8
64	-1.8	-0.9
65	-0.1	0.8
66	0.0	0.8
67	0.1	1.2
68	-0.1	-0.2
69	0.0	0.9
70	0.1	2.2
71	-0.1	3.5
72	0.0	-1.0
73	0.1	-0.6
74	0.1	-0.9
75	0.0	0.0

Reprinted from the part before: 2 entries; new compounds follow.
No.	compound	TEAD-YAP inh	MITF inh
74	CCOC(=O)c1nc[nH]c1C(=O)OCC	10	6
75	CCc1cccc(CC)c1NC(=O)COC(=O)c1cc(=O)c2ccccc2o1	12	-3
76	Cc1cc(C)n2nc(SCC(=O)Nc3sc4c(c3C(N)=O)CCC4)nc2n1	1	16
77	Nc1nc(CSc2ncn(-c3ccccc3)n2)cs1	-73	3
78	COc1ccc(S(=O)(=O)Nc2ccc(-c3cn4ccc(C)nc4n3)cc2)cc1C	0	5
79	O=C(CSc1ncccn1)c1ccccc1F	-21	0
80	Cc1cc(C)c(C)c(OCCOCCN(C)CCO)c1	9	36
81	COCCN(Cc1nc(-c2ccc(OC)c(OC)c2OC)no1)C(C)C	3	11
82	COc1ccccc1OCC(=O)Nc1ccccc1NC(=O)COc1ccccc1OC	0	7
83	COc1ccc(N2C(N)=C(C#N)C(c3ccc(Br)cc3)C3=C2CCCC3=O)cc1 (stereo not given)	3	4
84	CC1CCN(C(=O)c2ccc(NC(=O)c3ccccc3)cc2)CC1	-14	13
85	O=C(CCCSc1nnnn1-c1cccc2ccccc12)c1ccc(F)cc1	6	-3
86	CS(=O)(=O)N(CC(=O)Nc1ccc(F)c(F)c1)c1cccc(Cl)c1	2	19
87	CC(=O)Oc1ccc(-c2cccc(C(=O)N(C)c3ccc(O)cc3)c2)cc1	1	6
88	CCOc1cc(/C=C2/SC(NC(C)=O)=NC2=O)ccc1OCC(=O)O	12	-1
89	CCOC(=O)C1=CN(Cc2ccc(F)cc2)C=C(C(=O)OCC)C1c1ccccc1F	7	11
90	CC(NC(=O)c1ccccc1)C(=O)NC1=NCCS1 (stereo not given)	4	4

No.	FBW7 activator	GPR151 ag
74	0.1	-0.9
75	0.0	0.0
76	0.2	-1.1
77	-0.1	-1.1
78	0.1	2.0
79	0.0	-2.1
80	0.4	-0.2
81	-0.1	0.8
82	-0.2	1.2
83	0.1	0.7
84	0.8	1.3
85	0.1	0.9
86	0.7	-1.2
87	0.6	1.6
88	-0.1	-1.6
89	0.1	-2.1
90	0.2	0.8

No.	compound	TEAD-YAP inh	MITF inh
91	O=C(NCc1ccccc1)c1cc(S(=O)(=O)N2CCOCC2)c(Cl)cc1Cl	6	0
92	O=C(N/N=C/c1ccc([N+](=O)[O-])cc1)c1cccc(I)c1	1	10
93	FC(F)(F)c1ccc(Cn2cnc3c(NCCN4CCOCC4)nc(N4CCC(N5CCOCC5)CC4)nc32)cc1	0	11
94	CCC(C)C(NC(=O)C1CCC(C)CC1)C(=O)NCc1ccccn1 (stereo not given)	-17	-7
95	Cc1cc(C)c2c(CC(=O)N(CCC#N)Cc3cccnc3)coc2c1	-2	3

No.	FBW7 activator	GPR151 ag
91	-0.1	-1.3
92	-0.1	-0.2
93	-0.1	1.0
94	0.4	0.4
95	-0.3	2.0

Screening data (PubChem)
